HP1b binding inh = inhibitors of HP1-beta chromodomain binding to methylated histone tails; AlphaScreen HP1-beta / biotin-H3K9me3 peptide binding; Potency, µM (series often up to 114 µM), for the others: top-dose activity change, negative = inhibition, actives largely listed as inhibitors; actives 0.56% (n = 390,000); note: nearly all actives have a fitted effect of over 70% in size; inactives centre near 23
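HP1-beta protein (50 nM final) preincubated 30 min at room temperature with biotinylated H3(1-18)K9me3 peptide (50 nM) in PBS pH 7.4, 0.01% Tween-20, then compound added for 30 min. AlphaScreen streptavidin donor/nickel chelate acceptor beads (10 ug/mL final), 30 min dark, luminescence read.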
GLS inhibitor = blocks human kidney-isoform glutaminase activity; O94925; GLS enzymatic activity, qHTS titration; Potency, µM (titrated, usually from 45.5 µM), for the others: at the top dose activity change, negative = inhibition, most hits filed as inhibitors; actives 0.21% (n = 410,000); AID 624170; note: % is set by controls: 0 for no effect and ±100 for the full control effect
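Compounds were pin-transferred onto hKGA, after which L-glutamine (1 mM solution) and a detection mix of glutamate oxidase, HRP and Amplex Red were added. Initial and 30 min RT fluorescence reads were collected.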
BAZ2B inh = BAZ2B (human) inhibition; AID 504333; actives 4.4% (n = 360,000); Potency, µM (titrated, usually from 114 µM), for inactives: top-dose activity change, negative = inhibition, usual class: inhibitors; AlphaScreen BAZ2B-H3K14Ac peptide displacement; Q9UIF8; note: % is set by controls: 0 for no effect and ±100 for the full control effect; nearly all actives have a fitted effect of over 60% in size
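Multi-concentration screen (max 110 uM) measuring displacement of acetylated histone H3 peptide from BAZ2B by AlphaScreen, using 50 nM protein, 50 nM peptide and 10 ug/mL streptavidin donor plus Ni-chelate acceptor beads.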
BLM helicase inh = Bloom syndrome helicase (human) inhibition; P54132; recombinant BLM DNA unwinding, fluorescence dequenching; Potency, µM (highest dose often 56.1 µM), inactives show at the top dose activity change, negative = inhibition, usual class: inhibitors; actives 0.2% (n = 350,000); AID 2528;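 note: plate controls were vehicle for no effect and no enzyme for full effect; nearly all actives have a fitted effect of over 35% in size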
POLI inh = inhibitors of human DNA polymerase iota | actives 1% (n = 390,000) | Potency, µM (doses to about 115 µM), for inactives: top-dose activity, negative = inhibition, usual class: inhibitors | Pol iota fluorescent replication assay, 10 min | Q9UNA4
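Pol iota at 10 nM preincubated 15 min with compounds at room temperature; reaction started with fluorescent substrate, 50 nM final. Fluorescence read kinetically at 0 and 10 min; buffer-only wells as negative control.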
Pin1 inh = human Pin1 inhibition; Q13526; Pin1 FP peptide displacement, HiFluor488, 10 min; Potency, µM (doses to about 115 µM), for inactives: at the top dose activity, negative = inhibition, actives largely listed as inhibitors; actives 0.009% (n = 390,000); active = well fitted inhibition curve with a large enough effect in the polarisation, with a control signal flat, not every such curve was filed as active; inconclusive = small, poorly fitted or top-dose-only effect, or effect the other way, or a change in a side signal; inactive = no such curve, though single readings can be large or run the other way; the % refers to the polarisation; note: % is set by controls: 0 for no effect and ±100 for the full control effect
G9a inh = blocks human histone lysine methyltransferase G9a; Q96KQ7; G9a H3K9 monomethylation, AlphaScreen, 2 h; Potency, µM (doses to about 102 µM), without a hit: at the top dose activity, negative = inhibition, usual class: inhibitors; actives 8.8% (n = 350,000); note: % is set by controls: 0 for no effect and ±100 for the full control effect; nearly all actives have a fitted effect of over 75% in size
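Enzyme 20 nM + cpd, 15 min RT; add b-H3K9 pep 500 nM / SAM 20 uM; 2 h RT; anti-H3K9me1 Ab 0.5 ug/mL + SA donor / anti-rabbit acceptor beads 20 ug/mL each, 10 min; AlphaScreen read.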
PGK inhibitor = blocks T. brucei phosphoglycerate kinase; P07378; PGK/GAPDH coupled, Kinase-Glo luminescence, 60 min; Potency, µM (highest dose often 57.5 µM), for the others: at the highest dose activity change, negative = inhibition, usual class: inhibitors; actives 0.043% (n = 380,000); AID 602233; note: % is set by controls: 0 for no effect and ±100 for the full control effect; nearly all actives have a fitted effect of over 60% in size
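Recombinant glycosomal PGK reaction used 1,3-bisphosphoglycerate generated in-well by GAPDH (100nM final) in 100mM TEA pH 7.6, 5mM MgCl2, 0.01% Tween-20. After 60 minutes at room temperature, ATP was read by Kinase-Glo Plus luminescence end-point.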
JMJD2A Tudor = blocks the human JMJD2A Tudor domain. O75164. AlphaScreen JMJD2A-Tudor / H3K4me3 peptide binding. Potency, µM (top dose mostly 114 µM), for inactives: top-dose activity change, negative = inhibition, hits mostly inhibitors. actives 4.4% (n = 390,000); note: % is set by controls: 0 for no effect and ±100 for the full control effect; nearly all actives have a fitted effect of over 50% in size
* = called active by the depositor; i = inactive; ? = inconclusive; / = no result given; & = joins results of further samples; [ ] = dose if it differs, or a comment. Unless noted, calls come from the whole dose curve; as a rule, active = well fitted curve in the direction sought with a large enough effect; inconclusive = small, poorly fitted or top-dose-only effect, or another doubt; inactive = no such curve, though single readings can be large; an effect the other way counts as inactive or inconclusive. Potency is the fitted concentration of half-maximal effect. Not all compounds are listed; count on the stated rates, not on these rows.

HP1b binding inh	GLS inhibitor	BAZ2B inh	BLM helicase inh	POLI inh	Pin1 inh	G9a inh	PGK inhibitor	JMJD2A Tudor	canonical_smiles
51%&31%[activator]	8%&8%	-3%&19%	1%&-12%	10%&5%	-2%&-2%	-5%[59 µM]	3%&-1%	-4%	CCCCN(CC)CCNC(=O)CN1C(=O)COc2ccc(S(=O)(=O)N3CCCC3)cc21
25%	-7%	-4%[57.1 µM]	-5%	15%	4%	27%	2%	-3%	CS(=O)(=O)c1ccccc1-c1nc(-c2cc(C(F)(F)F)cc(C(F)(F)F)c2)no1
29%	5%	5%	-1%	2%	2%	-4%[12.7 µM]	-1%	-6%	O=C(O)CSc1nnc(-c2ccncc2)n1Cc1ccccc1
24%	5%	7%[57.1 µM]	2%	14%	0%	-5%[59 µM]	11%	-19%	Cc1ccc(-n2ncc(C(=O)NCCCN3CCCCC3)c2C2CCN(C(=O)OC(C)(C)C)CC2)cc1
32%	7%	-4%	3%	0%	-9%	3%[2.33 µM]	5%	-4%	CCCCCC1CC(=O)N(Cc2ccc(Cl)cc2)C(=O)N1 (centres undefined)
16%	-5%	-14%	7%	133%[activator]	5%	-25%	-1%	-4%	Cc1ncc(/C=C2\C(=O)Nc3ccccc32)[nH]1
17%	5%	9%	-4%	23%	2%	4%[12.7 µM]	-1%	-3%	COc1ccccc1C(=O)OCC(=O)Nc1ccc(OC(F)F)cc1
18%	5%	-2%	/	-24%	-1%	-6%[12.7 µM]	-9%	-16%	O=C(NNC(=O)c1ccc(Br)s1)c1cccc(Cl)c1
2%	-18%	-22%	-1%	28%	0%	3%	1%	-20%	Cc1ccc(C(C(=O)NC2CCCC2)N(Cc2ccccc2)C(=O)c2csnn2)o1 (centres undefined)
22%	-8%	1%	1%	11%	3%	1.4µM*	5%	32µM*	S=c1[nH]nc(-c2ccco2)n1/N=C/c1ccccc1Cl

Among those listed so far, these contain a furan ring, fused or not:
HP1b binding inh	GLS inhibitor	BAZ2B inh	BLM helicase inh	POLI inh	Pin1 inh	G9a inh	PGK inhibitor	JMJD2A Tudor	canonical_smiles
2%	-18%	-22%	-1%	28%	0%	3%	1%	-20%	Cc1ccc(C(C(=O)NC2CCCC2)N(Cc2ccccc2)C(=O)c2csnn2)o1 (centres undefined)
22%	-8%	1%	1%	11%	3%	1.4µM*	5%	32µM*	S=c1[nH]nc(-c2ccco2)n1/N=C/c1ccccc1Cl

(next part)
HP1b binding inh	GLS inhibitor	BAZ2B inh	BLM helicase inh	POLI inh	Pin1 inh	G9a inh	PGK inhibitor	JMJD2A Tudor	canonical_smiles
19%	11%	-15%	/	21%	8%	14%[12.7 µM]	0%	-20%	CC(C(=O)Nc1cc(C(F)(F)F)ccc1N1CCOCC1)N1C(=O)C2CCCCC2C1=O (centres undefined)
30%	22µM*	28µM*	43%[activator]	-14%	34%[activator]	/	28µM*	-11%	O=C(CN1C(=O)/C(=C/c2ccco2)SC1=S)Nc1ccc(C(=O)O)c(O)c1
4%	-4%	-23%[57.1 µM]	-3%	-6%	1%	-12%	/	-28%	O=[N+]([O-])c1ccc(Sc2nccn2Cc2ccccc2)cc1
40%[activator]	-2%	-1%	-11%	14%	0%	/	-6%	-11%	COc1ccc(Cc2noc(CN(C)CC(O)c3ccccc3)n2)cc1OC (centres undefined)
-2%	-2%	-31%	-5%	17%	?	11µM*	-6%	-20%	Cc1cc(C(=O)OCC(=O)N2c3ccccc3CC2C)c(C)o1 (centres undefined)
?	-5%	-23%	-1%	?	22%	40µM*	i	-18%	Cc1ccc(C2=NN(C(=O)CCl)C(c3ccco3)C2)o1 (centres undefined)
52%	-15%	12%	-1%	11%	0%	-12%[59 µM]	-2%	-5%	COC(=O)c1ccc(S(=O)(=O)c2ccccc2)c(N)c1
26%	-1%	0%	-1%	8%	1%	45µM*	-3%	-4%	Cc1cc(C)nc(NCC(O)COc2ccccc2C)n1 (centres undefined)
59%[activator]	3%	2%	-3%	?	4%	35µM*	i	3%	COc1ccc(C(C#N)N2CCC(c3ccccc3)=N2)cc1 (centres undefined)
-5%	-11%	-11%	1%	-13%	0%	1%[59 µM]	-1%	-7%	Cn1nnc2c(N3CCN(c4ccccc4Cl)CC3)ncnc21

Reprinted at random: 2 compounds from above
HP1b binding inh	GLS inhibitor	BAZ2B inh	BLM helicase inh	POLI inh	Pin1 inh	G9a inh	PGK inhibitor	JMJD2A Tudor	canonical_smiles
?	-5%	-23%	-1%	?	22%	40µM*	i	-18%	Cc1ccc(C2=NN(C(=O)CCl)C(c3ccco3)C2)o1 (centres undefined)
40%[activator]	-2%	-1%	-11%	14%	0%	/	-6%	-11%	COc1ccc(Cc2noc(CN(C)CC(O)c3ccccc3)n2)cc1OC (centres undefined)

Full records, quoted from the list.
`Cc1cc(C(=O)OCC(=O)N2c3ccccc3CC2C)c(C)o1` (centres undefined) is listed with HP1b binding inh = -2%; GLS inhibitor = -2%; BAZ2B inh = -31%; BLM helicase inh = -5%; POLI inh = 17%; Pin1 inh = ?; G9a inh = 11µM*; PGK inhibitor = -6%; JMJD2A Tudor = -20%
`CC(C(=O)Nc1cc(C(F)(F)F)ccc1N1CCOCC1)N1C(=O)C2CCCCC2C1=O` (centres undefined) is listed with HP1b binding inh = 19%; GLS inhibitor = 11%; BAZ2B inh = -15%; BLM helicase inh = /; POLI inh = 21%; Pin1 inh = 8%; G9a inh = 14%[12.7 µM]; PGK inhibitor = 0%; JMJD2A Tudor = -20%

Carrying on.
HP1b binding inh	GLS inhibitor	BAZ2B inh	BLM helicase inh	POLI inh	Pin1 inh	G9a inh	PGK inhibitor	JMJD2A Tudor	canonical_smiles
20%	-11%	-9%	0%	2%	-1%	-6%[59 µM]	-1%	-9%	COc1cccc(C2CC(=O)Nc3c2c(=O)n(C)c2nc4ccccc4n32)c1OC (centres undefined)
42%[activator]	13%	-5%	-3%	27%	2%	5%	5%	-3%	O=C(CCCc1ccccc1)Nc1ccccn1
50%[activator]	-2%	-18%	-2%	29%	-13%	57%[activator]	i	13%	O=C(NCCN1CCOCC1)C(=O)NCC1OCCCN1S(=O)(=O)c1ccc(F)cc1 (centres undefined)
42%[activator]	2%	5%	1%	-7%	-4%	77%[activator]	-7%	-3%	Cc1cccc(NC(=O)N2CCCCCC2)c1
38%[activator]	1%	9%	-10%	-26%	-10%	17%	-1%	8%	COCCNC(=O)c1cc2c(=O)n(C)c3ccccc3c2n1C
62%[activator]	2%	-5%	-6%	41%[activator]	1%	34%[59 µM]	i	5%	COc1ccc(S(=O)(=O)N2CCSC2C)cc1C (centres undefined)
-21%	-4%	-12%	-10%	3%	12%	-29%[59 µM]	-5%	-21%	CCOC(=O)c1c(C)oc2ccc(N(C(=O)c3ccncc3)S(=O)(=O)c3ccc(Br)cc3)cc12
23%	0%	/	/	?	-7%	/	-2%	-10%	CC1CCCC(NC(=O)CSc2cccc[n+]2[O-])C1C (centres undefined)
18%	18%	0%	-2%	-27%	-1%	15%	-7%	-10%	CCC(=O)c1ccc(OC)c(OC)c1O
63%[activator]	-3%	-1%	-5%	20%	-1%	-3%	i	-9%	COc1ccc(/C=N\NC(=O)CC(=O)Nc2cccc(Cl)c2)cc1OC
1%	-1%	-38%[57.1 µM]	1%	-9%	5%	-45%	-8%	-8%	CCCN1CCN(C(=O)CS(=O)(=O)Cc2nc(-c3cccc(OC)c3)oc2C)CC1
27%	-1%	0%	4%	25%	3%	-20%[12.7 µM]	11%	-3%	COc1cccc(-n2c(C)nn(C)c2=O)c1
0%	-4%	-1%	-4%	-4%	-4%	?	-3%	-14%	Cc1ccc(C(C)C)c(OCc2nnc(SCC(=O)Nc3ncc(C)s3)n2C)c1
33%	-2%	3%	-1%	10%	-1%	10%[59 µM]	2%	-5%[11.4 µM]	CCCCCOC(=O)Cc1c(C)nc(-c2ccccc2)[nH]c1=O
16µM*	-8%	14µM*	25µM*	4µM*	?	5µM*	13µM*	7.1µM*	CS(=O)(=O)c1ccc2c(c1)sc1nc(=O)c(/C=C3/C=CC(=O)C(O)=C3)c(N)n12
1%	5%	-10%	-4%	11%	6%	6%[59 µM]	5%	-19%	COC(=O)c1sccc1S(=O)(=O)N(CC(=O)Nc1ccccc1F)c1ccccc1
46%[activator]	1%	-6%	/	5%	2%	-20%	-3%	-12%	C=CCN(c1ccccc1)S(=O)(=O)c1cccc(C(=O)Nc2cc(C)ccn2)c1
8%	-7%	/	/	?	2%&-4%	/	-4%	-10%&-11%	Cn1nnnc1Sc1ncnc2scc(-c3cccc(C(F)(F)F)c3)c12

Screens from PubChem BioAssay.
